Bioassay records from PubChem BioAssay.
L3MBTL1 inh: qHTS Assay for the Inhibitors of L3MBTL1. AlphaScreen L3MBTL1–H3K9me1 peptide binding. Potency, µM (highest dose often 57.1 µM), for the others: top-dose activity, negative = inhibition, most hits filed as inhibitors. hit rate 0.66% among 230,000; further: nearly all actives have a fitted effect of over 60% in size
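Read-out is AlphaScreen signal from streptavidin donor and nickel chelate acceptor beads (10 ug/mL final each) bridging L3MBTL1 (50 nM) and biotinylated K9-monomethylated H3(1-15) peptide (75 nM), after 30 min compound exposure at room temperature.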
RGS12 GoLoco inh: qHTS Assay for Inhibitors of RGS12 GoLoco Motif Activity (Red Fluorophore). Guanine nucleotide-binding protein G(i) subunit alpha-1 (Homo sapiens), P63096. Gai1:RGS12 GoLoco peptide FP, rhodamine, 10 min. hit rate 0.44% among 230,000. AID 880, 2007. Potency, µM (series often up to 61.6 µM), inactives show at the highest dose activity, negative = inhibition, actives largely listed as inhibitors; active means well fitted inhibition curve with a large enough effect, not every such curve was filed as active; inactive means no such curve, though single readings can be large or run the other way; further: nearly all actives have a fitted effect of over 30% in size; many of its hits are not listed in these tables
RECQ1 helicase: qHTS Assay for Inhibitors of RecQ-Like Dna Helicase 1 (RECQ1) | RECQ1 DNA unwinding, red fluorescence kinetic read | Potency, µM (titrated, usually from 57.3 µM), inactives show at the highest dose activity, negative = inhibition, usual class: inhibitors | hit rate 0.54% among 240,000 | AID 2549, 2010;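 further: plate controls were vehicle for no effect and no enzyme for full effect; nearly all actives have a fitted effect of over 30% in size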
Target sequence (P46063 whole entry, looked up): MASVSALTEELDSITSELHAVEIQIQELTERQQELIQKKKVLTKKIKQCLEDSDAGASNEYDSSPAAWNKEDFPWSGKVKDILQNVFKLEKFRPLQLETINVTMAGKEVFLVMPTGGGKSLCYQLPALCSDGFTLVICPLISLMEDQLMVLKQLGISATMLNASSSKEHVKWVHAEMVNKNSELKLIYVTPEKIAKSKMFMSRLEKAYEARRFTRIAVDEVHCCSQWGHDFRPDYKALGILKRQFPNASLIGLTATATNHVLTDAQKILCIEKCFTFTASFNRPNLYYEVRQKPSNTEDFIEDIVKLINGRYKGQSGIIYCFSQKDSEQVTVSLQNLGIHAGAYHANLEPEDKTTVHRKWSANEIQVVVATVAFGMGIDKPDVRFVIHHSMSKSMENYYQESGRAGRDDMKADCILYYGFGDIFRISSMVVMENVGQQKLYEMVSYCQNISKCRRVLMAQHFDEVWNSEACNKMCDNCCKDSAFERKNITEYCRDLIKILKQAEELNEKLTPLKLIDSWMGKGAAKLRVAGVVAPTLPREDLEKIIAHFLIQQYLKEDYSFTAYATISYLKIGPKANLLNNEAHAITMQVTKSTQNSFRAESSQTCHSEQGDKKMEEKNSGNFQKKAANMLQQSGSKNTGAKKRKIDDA
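50 nM RECQ1T1 preincubated 15 min with compound in Tris pH 8.0 buffer with MgCl2, DTT, Tween-20 and 2.5 ug/ml poly(dI-dC); started with 200 nM TAMRA/BHQ-2 forked duplex and 2 mM ATP. Unwinding read as fluorescence (525/598 nm), two reads 2 h apart.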
TRb SRC2 PPI: qHTS for Inhibitors of the Interaction of Thyroid Hormone Receptor and Steroid Receptor Coregulator 2; Thyroid hormone receptor beta (Homo sapiens), P10828; TRbeta-SRC2 peptide binding, fluorescence polarization; receptor liganded with 1 µM T3; Potency, µM (doses to about 106 µM), for the others: at the highest dose activity change, negative = inhibition, usual class: inhibitors; hit rate 0.065% among 280,000; AID 1469, 2008;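 further: plate controls were bound peptide for no effect and peptide without receptor for full effect; nearly all actives have a fitted effect of over 50% in size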
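Read-out is fluorescence polarization (555 nm excitation, 632 nm emission) of a Texas Red SRC2 coactivator peptide; loss of signal reflects blocked binding to human TRb ligand-binding domain in the presence of 1 uM T3.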
Tau fibril FP: qHTS for Inhibitors of Tau Fibril Formation, Fluorescence Polarization. Microtubule-associated protein tau (Homo sapiens), P10636. K18 P301L tau heparin fibrillization, Alexa594 FP, 6 h. Potency, µM (highest dose often 57.7 µM), inactives show at the top dose activity, negative = inhibition, actives largely listed as inhibitors. hit rate 0.39% among 280,000; further: nearly all actives have a fitted effect of over 55% in size
Target sequence (P10636 561-689 P618L limits assumed): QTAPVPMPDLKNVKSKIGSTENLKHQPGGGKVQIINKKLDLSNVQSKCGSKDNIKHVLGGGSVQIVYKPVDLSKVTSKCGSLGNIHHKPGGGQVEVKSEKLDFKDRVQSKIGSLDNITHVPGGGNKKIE
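Recombinant K18 P301L […], labeled with Alexa 594 at 0.24 uM over 15 uM unlabeled; heparin inducer 20 uM final; 37 C, 6 hr; FP endpoint.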
TexasRed fluor: Total Fluorescence Counterscreen for Inhibitors of the Interaction of Thyroid Hormone Receptor and Steroid Receptor Coregulator 2 | AID 1479, 2009 | Potency, µM (series often up to 106 µM), inactives show at the highest dose fluorescence change, negative = quenching | hit rate 0.29% among 280,000 | TRb/SRC2 Texas Red total fluorescence interference; active means well fitted curve in either direction with a large enough effect; inconclusive means small, poorly fitted or top-dose-only effect
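Human TRb ligand-binding domain at 0.6 uM with 20 nM Texas Red SRC2 peptide in Tris buffer containing 1 uM T3 and 5% DMSO, incubated with compound 5 h at ambient temperature. Total fluorescence (555/632 nm) calculated as parallel + 2 × perpendicular.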
KDM4E inh: qHTS Assay for Inhibitors of Human Jumonji Domain Containing 2E (JMJD2E). JMJD2E catalytic domain, FDH-coupled NADH fluorescence (FDH is formaldehyde dehydrogenase). hit rate 1.6% among 230,000. Potency, µM (titrated, usually from 57.1 µM), for inactives: at the highest dose activity change, negative = inhibition, hits mostly inhibitors. Lysine-specific demethylase 4E (Homo sapiens), B2RXH2; active means well fitted inhibition curve with a large enough effect, not every such curve was filed as active; inconclusive means small, poorly fitted or top-dose-only effect, or another doubt; inactive means no such curve, though single readings can be large or run the other way;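 further: 0% = wells with enzyme and -100% = buffer wells without enzyme; nearly all actives have a fitted effect of over 50% in size; many of its hits are not listed in these tables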
Target sequence (B2RXH2 1-337 limits assumed): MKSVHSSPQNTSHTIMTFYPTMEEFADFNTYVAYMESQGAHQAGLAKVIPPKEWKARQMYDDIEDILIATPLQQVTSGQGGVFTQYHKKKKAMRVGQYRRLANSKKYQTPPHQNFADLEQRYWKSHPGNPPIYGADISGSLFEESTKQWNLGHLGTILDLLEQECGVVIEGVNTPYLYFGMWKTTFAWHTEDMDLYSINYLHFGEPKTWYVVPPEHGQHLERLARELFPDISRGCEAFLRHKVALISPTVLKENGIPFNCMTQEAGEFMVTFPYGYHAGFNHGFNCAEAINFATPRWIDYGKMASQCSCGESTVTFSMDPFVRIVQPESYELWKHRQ
Tau fibril ThT: qHTS for Inhibitors of Tau Fibril Formation, Thioflavin T Binding. Microtubule-associated protein tau (Homo sapiens), P10636. recombinant tau K18 P301L (four-repeat tau fragment), heparin-induced fibrillization, ThT fluorescence. hit rate 2.1% among 270,000. Potency, µM (doses to about 57.4 µM), for the others: at the top dose activity, negative = inhibition, hits mostly inhibitors. AID 1460, 2008; further: nearly all actives have a fitted effect of over 55% in size
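K18 P301L tau (15 uM + 0.24 uM Alexa 594-tagged), heparin 20 uM, NaOAc pH 7, 6 h 37 C; ThT 30 uM, 1 h RT, ex 450/em 510 nm.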
* marks the source's active call; other numbers are inactive results; i = inactive; u = inconclusive; x = no result given; [ ] = another dose, or the depositor's remark. Unless noted, the call rests on the fitted dose curve; in most records, active means well fitted curve in the direction sought with a large enough effect; inconclusive means small, poorly fitted or top-dose-only effect, or another doubt; inactive means no such curve, though single readings can be large; an effect the other way counts as inactive or inconclusive. Unless noted, on the % scale 0 is the no-effect control and ±100 the full control effect; potency means the concentration at half of the fitted maximal effect.

SMILES	L3MBTL1 inh	RGS12 GoLoco inh	RECQ1 helicase	TRb SRC2 PPI	Tau fibril FP	TexasRed fluor	KDM4E inh	Tau fibril ThT
O=C(Cn1cnc2c(oc3ccccc32)c1=O)NCC1CCCO1 (stereo unspecified)	x	2.9%	-10.3%	-0.2%	10.1%	1.8%	8.7%	-10.6%
O=C(Cn1nc(Cc2cccnc2)c2ccccc2c1=O)N1CCN(c2ccccc2F)CC1	x	x	x	-2.3%	0.9%	0.6%	x	-15.3%
O=C(Cn1cc(C(F)(F)F)ccc1=O)N/N=C/c1ccc(Cl)c(Cl)c1	-4.6%	-1.7%	-3.2%	-16.3%	-12.0%	-4.9%	-5.1%	-0.9%
CCOCc1nnc(NC(=O)C2c3ccccc3Oc3ccccc32)s1	-2.0%[11.4 µM]	13.8%	i	5.8%	-6.2%	-4.7%	-1.8%	1.2%
Cc1cccc(C(=O)NC(NCCc2ccccc2)C(Cl)(Cl)Cl)c1 (stereo unspecified)	94.4%[activator]	-11.8%	-8.5%	-18.7%	u	1.6%	4.3%	0.5%
N#Cc1cc2c(=O)n3ccccc3nc2n(-c2ccc(Cl)cc2)c1=O	x	16.1%	-0.3%	2.7%	-3.2%	-1.1%	u	0.4%
COc1ccc(OCC(=O)Nc2cccc(-c3nc4ccccc4o3)c2)cc1	x	11.3%	-6.4%	7.3%	-9.1%	1.5%	u	-3.0%
COc1cccc(OC)c1C(=O)Nc1ccc2c(c1)N(C(C)=O)CCC2	x	x	x	-0.2%	-0.1%	1.6%	x	-5.7%
COc1ccc(OC)c(Nc2ncnc3c2cnn3-c2ccc(C)cc2)c1	x	x	x	2.8%	-0.1%	-1.9%	x	u
NN/C(=C\[N+](=O)[O-])Nc1ccc(Cl)cc1	-15.3%	19.6%	i	6.5%	-1.8%	-1.6%	14.8%	15.8µM*
CN(C)c1cccc(C(=O)Nc2ccc(N3CCOCC3)cc2)c1	x	-9.3%	-3.2%	3.6%	6.7%	-0.1%	-6.7%	u
O=C(N/C(=C/c1ccco1)C(=O)N1CCc2ccccc21)c1ccco1	-17.5%	1.4%	-6.4%	-3.6%	u	0.3%	u	u
Cc1ccc2c(n1)sc1c(=O)n(-c3cccc(C(F)(F)F)c3)nnc12	x	x	x	-0.7%	-14.4%	-3.2%	x	3.7%
CCOc1ccc(-c2nnc(Nc3ccc(OC)c(C(=O)N4CCCCC4)c3)c3ccccc23)cc1	-7.8%	-7.0%	-11.2%	5.9%	8.1%	6.3%	u	u
Cc1cccc(-c2nc3cc(NC(=O)Cc4ccc(Cl)cc4)ccc3o2)c1	x	x	x	5.0%	-13.4%	-14.0%	x	-9.3%
Cc1c(NC(=O)c2cc(=O)[nH]c(=O)[nH]2)c(=O)n(-c2ccccc2)n1C	5.2%	6.2%	i	-0.7%	-2.7%	2.1%	-5.0%	-1.0%
COc1ccc(CCNC(=O)CSc2nc(O)cc(=O)[nH]2)cc1OC	x	5.5%	3.1%	-0.1%	-4.5%	-3.8%	12.6%	x
Cc1ccc(C(=O)C2CCN(C(=S)NCC3CCCO3)CC2)cc1 (stereo unspecified)	-2.2%	6.2%	i	2.3%[53 µM]	4.5%	0.0%[53 µM]	-1.4%	0.4%
CCc1ccc(S(=O)(=O)c2nnn3c2nc(N2CCN(c4ccccc4)CC2)c2cc(Cl)ccc23)cc1	x	x	x	-8.1%	0.1%	5.4%	x	5.9%
Cc1cc(C(=O)COC(=O)CC2Sc3ccccc3NC2=O)c(C)n1-c1ccc2c(c1)OCO2 (stereo unspecified)	-11.8%	22.7%	-5.5%	4.1%	-7.2%	-1.7%	-18.0%	u

An excerpt from above in order of SMILES length, rising:
SMILES	L3MBTL1 inh	RGS12 GoLoco inh	RECQ1 helicase	TRb SRC2 PPI	Tau fibril FP	TexasRed fluor	KDM4E inh	Tau fibril ThT
O=C(N/C(=C/c1ccco1)C(=O)N1CCc2ccccc21)c1ccco1	-17.5%	1.4%	-6.4%	-3.6%	u	0.3%	u	u
Cc1ccc2c(n1)sc1c(=O)n(-c3cccc(C(F)(F)F)c3)nnc12	x	x	x	-0.7%	-14.4%	-3.2%	x	3.7%
Cc1c(NC(=O)c2cc(=O)[nH]c(=O)[nH]2)c(=O)n(-c2ccccc2)n1C	5.2%	6.2%	i	-0.7%	-2.7%	2.1%	-5.0%	-1.0%

(further entries)
SMILES	L3MBTL1 inh	RGS12 GoLoco inh	RECQ1 helicase	TRb SRC2 PPI	Tau fibril FP	TexasRed fluor	KDM4E inh	Tau fibril ThT
COC(=O)COc1ccc(/C=C2/SC(=O)N(CC(=O)N3CCCC3)C2=O)cc1Br	1.9%	3.7%	-5.2%	-5.3%	-7.2%	-5.2%	-2.0%	-20.5%
O=C(NCC(c1ccc(F)cc1)N1CCOCC1)c1cccc(Br)c1 (stereo unspecified)	6.2%	8.0%	-3.3%	-2.7%	1.9%	0.2%	2.3%	-0.7%
CC(C)(C)n1ncc2c(=O)n(Cc3c(F)cccc3Cl)cnc21	-0.2%	-14.0%	-14.1%	-20.5%	13.4%	-0.1%	6.1%	-9.2%
Fc1ccccc1Cc1noc(CN2CCN(c3ccc(Cl)cn3)CC2)n1	13.9%	-8.5%	-12.0%	1.0%	-4.9%	-1.4%	-10.8%	-16.2%
CCCCOc1ccc(C(=O)N(Cc2ccccc2)C2CCS(=O)(=O)C2)cc1 (stereo unspecified)	x	x	x	3.0%	-1.0%	-5.6%	x	-4.6%
CCN(CC)CCCNC(=O)C1c2ccccc2Oc2ccccc21	-2.3%	9.5%	-13.9%	-7.8%	1.7%	-3.6%	-17.6%	-7.6%
Cc1oc(-c2cccc(Cl)c2)nc1CN1CCC(C(=O)N2CCN(c3ccccc3F)CC2)CC1	-13.0%	15.2%	-8.3%	0.4%	3.2%	3.1%	-1.2%	-16.9%
Cc1cccc(C(=O)Nc2ccccc2C(=O)OCc2cc(=O)n3nc(C4CC4)sc3n2)c1	x	x	x	1.5%	-3.3%	-1.0%	x	1.8%
COc1ccc(Nc2nc(=O)c3cc([N+](=O)[O-])ccc3s2)cc1	x	-9.4%	i	-0.8%	0.6%	-3.1%	-4.4%	u
COc1ccc(C(=O)C(C)[n+]2ccc(-c3nnc4n3CCCCC4)cc2)cc1 (stereo unspecified)	x	6.9%	14.6%	-4.0%	-3.8%	-1.7%	u	x
CCCCN(C)C(=O)c1ccc(S(=O)(=O)N2CCOCC2)cc1	x	4.6%	-11.8%	3.1%	-0.4%	0.5%	2.0%	-1.5%
COc1ccc(C2C3=C(CC(C)(C)CC3=O)Nc3c2c(=O)n(C)c(=O)n3C)cc1OC (stereo unspecified)	2.1%	12.9%	-2.3%	-5.6%	-2.3%	0.9%	6.7%	-0.8%
CN1/C(=C\C(=O)c2ccco2)c2ccccc2CC1(C)C	-2.8%	-2.1%	-2.5%	-2.9%	-3.6%	-2.3%	-1.6%	-5.1%
OCC1CCCN1C(=S)Nc1ccccc1 (stereo unspecified)	6.2%	3.8%	i	-15.3%[53 µM]	-5.0%	0.9%[53 µM]	-3.0%	1.7%
O=C(Nc1ccccc1)N1CCC(n2c(=O)[nH]c3ccccc32)CC1	x	18.6%	-8.3%	-8.4%	-5.9%	-2.5%	3.6%	-8.9%
O=C(NCC(=O)N(Cc1cccs1)C(C(=O)NC1CCCCC1)c1ccncc1)c1ccco1 (stereo unspecified)	-2.4%	3.0%	5.0%	6.8%	-9.8%	-5.1%	u	-12.2%
CC(C)(C)C1=C(C#N)C(c2cccnc2)C(C#N)=C(N)O1 (stereo unspecified)	-3.7%	6.0%	-0.3%	1.9%	u	-1.9%	u	u
CCOc1ccc(CNC(=O)Cn2nc(C)c3nn(-c4ccc(Cl)cc4)c(C)c3c2=O)cc1OC	x	x	x	0.7%	u	-0.9%	x	u
C=CCn1c(SCC(=O)N2CCc3ccccc3C2)nc2sc(C)c(C)c2c1=O	-13.0%	-6.4%	-2.4%	-0.4%	0.4%	0.0%	0.3%	u
Cc1cc(=O)n(Cc2ccc(OC(C)C)cc2)c(=S)[nH]1	-3.7%	7.1%	-2.5%	0.4%	1.4%	-0.4%	4.5%	13.9%
COC(=O)c1ccccc1NC(=O)c1cc2sccc2n1C	x	7.4%	i	-1.7%	-8.0%	-6.9%	u	-21.4%
CCCCC(CC)COC(=O)CCCCC(=O)OCC(CC)CCCC (stereo unspecified)	-9.4%	3.3%	-1.2%	0.2%[201 µM]	x	-1.8%[201 µM]	x	x
O=C(Nc1ccc(N2CCOCC2)c(C(=O)O)c1)c1ccco1	x	8.6%	-3.5%	1.9%	-4.7%	-4.0%	-0.9%	-6.3%
Cc1ccc(/C=N/NC(=O)c2sccc2OCc2ccc(F)cc2)cc1	7.2%	-6.0%	-8.2%	-11.6%	-1.5%	2.3%	4.7%	-5.0%
COc1ccccc1-c1cc(N)n(S(=O)(=O)c2cccc3nsnc23)n1	x	1.5%	-4.2%	-1.2%	8.6%	-0.4%	1.5%	x
O=C(Cn1cc(C(F)(F)F)ccc1=O)N1CCN(S(=O)(=O)c2ccc(Cl)cc2)CC1	x	8.3%	i	-4.2%	-9.3%	-6.4%	1.4%	1.4%
CCCCCCCCC(=O)NCCOc1ccccc1	20.7%	x	3.3%	1.6%	-2.2%	-5.5%	-7.6%	-10.3%
CC1CCc2sc(C(=O)N/N=C/C3CCCCC3)cc2C1 (stereo unspecified)	-4.6%	10.4%	-8.7%	7.8%	-1.7%	-0.9%	0.1%	u
CCC(=O)Nc1sc2c(c1C(=O)Nc1ccc(OC)cc1)CCC(C(C)(C)C)C2 (stereo unspecified)	x	x	x	6.4%	-5.1%	-1.5%	x	-14.8%
CC(=O)N/N=C(\C)c1ccc(Br)cc1Br	x	2.4%	-1.4%	-10.5%	4.2%	-0.1%	9.3%	3.3%

Some of the compounds tested; the hit share may differ from the screen's.
